Screening results (PubChem BioAssay)
Mtb FBA inh – inhibits M. tuberculosis FBA enzyme. P9WQA3. purified M. tuberculosis FBA, fluorescence read-out. inhibition, % at 1 µM. hit rate 2.3% among 360,000. AID 588726; in the data active means inhibition above about 27%;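 further: 0% = vehicle and 100% = reference inhibitor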
Anthrax LF prot – blocks Bacillus anthracis lethal factor protease. P15917. multiplex microsphere protease cleavage assay, LF. inhibition, % at 10 µM. hit rate 0.12% among 360,000. AID 588501; further: plate controls were buffer without enzyme for full effect and enzyme alone for no effect
Target sequence (P15917 whole entry, looked up): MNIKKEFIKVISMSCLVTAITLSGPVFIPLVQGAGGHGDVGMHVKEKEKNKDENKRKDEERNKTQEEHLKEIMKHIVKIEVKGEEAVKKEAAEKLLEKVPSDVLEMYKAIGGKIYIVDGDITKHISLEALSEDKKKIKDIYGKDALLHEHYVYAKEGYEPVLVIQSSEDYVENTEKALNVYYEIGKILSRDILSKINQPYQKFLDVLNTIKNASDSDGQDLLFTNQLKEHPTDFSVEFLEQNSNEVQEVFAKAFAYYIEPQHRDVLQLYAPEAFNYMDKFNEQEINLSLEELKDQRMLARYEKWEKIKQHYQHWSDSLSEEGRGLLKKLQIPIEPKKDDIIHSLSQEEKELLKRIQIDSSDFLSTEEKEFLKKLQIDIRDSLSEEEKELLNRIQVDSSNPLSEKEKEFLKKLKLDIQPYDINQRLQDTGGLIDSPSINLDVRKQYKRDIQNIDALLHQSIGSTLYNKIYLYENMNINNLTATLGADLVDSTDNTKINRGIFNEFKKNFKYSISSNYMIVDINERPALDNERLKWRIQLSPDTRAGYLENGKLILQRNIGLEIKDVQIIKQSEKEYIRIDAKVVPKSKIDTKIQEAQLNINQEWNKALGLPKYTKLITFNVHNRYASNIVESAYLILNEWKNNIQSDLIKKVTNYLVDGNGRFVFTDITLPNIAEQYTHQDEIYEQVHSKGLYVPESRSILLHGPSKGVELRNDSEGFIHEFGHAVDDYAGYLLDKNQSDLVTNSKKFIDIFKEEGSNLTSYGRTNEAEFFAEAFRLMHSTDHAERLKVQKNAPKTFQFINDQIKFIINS
FadD28 FP inh – M. tuberculosis FadD28 bisubstrate binding inhibition; FadD28 bisubstrate probe binding, fluorescence polarization; inhibition, % at 12.5 µM; hit rate 0.22% among 360,000; AID 588549; in the data active means inhibition above about 8.5%, passing the limit was not always enough; inconclusive means no clear call, values can overlap the other calls
BoNT-F LC inh – BoNT F light chain protease inhibition. Multiplex microsphere protease cleavage assay, flow cytometry. inhibition, % at 10 µM. hit rate 0.22% among 360,000; in the data active means inhibition above about 35%, passing the limit was not always enough; inconclusive means no clear call, values can overlap the other calls; further: plate controls were buffer without enzyme for full effect and enzyme alone for no effect
Mtb BioA inh – BioA (M. tuberculosis) enzyme inhibition. purified M. tuberculosis BioA enzyme, plate reader. hit rate 0.096% among 360,000. inhibition, % at 9.99 µM. AID 602481; in the data active means inhibition above about 40%; inconclusive means no clear call, values can overlap the other calls
BoNT-A LC inh2 – inhibitors of Botulinum neurotoxin A light chain protease | multiplex microsphere protease substrate cleavage, flow cytometry | inhibition, % at 10 µM | hit rate 0.17% among 360,000 | AID 588499; further: plate controls were buffer without enzyme for full effect and enzyme alone for no effect
GDH-TPI counter – GDH-TPI coupled enzyme inhibition counter-screen | GDH-TPI coupled enzyme counterscreen, NADH absorbance | inhibition, % at 4.8 µM | hit rate 1.2% among 360,000 | AID 588335; in the data active means inhibition above about 30%;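 further: 0% = DMSO wells and 100% = wells lacking the enzyme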
UGM FP inh – blocks M. tuberculosis UGM enzyme. P9WIQ1. purified UGM, fluorescence polarization probe displacement. inhibition, % at 10 µM. hit rate 0.06% among 320,000. AID 504406; in the data active means inhibition above about 10%, passing the limit was not always enough; inconclusive means no clear call, values can overlap the other calls
PfHsp40 yeast – rescue of PfHsp40-mediated yeast toxicity; S. cerevisiae expressing PfHsp40, growth rescue, ATP luminescence; growth rescue, % at 12.5 µM; hit rate 0.68% among 340,000; AID 504582; in the data active means growth rescue above about 28%, passing the limit was not always enough; inconclusive means no clear call, values can overlap the other calls;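 further: yeast W303a lacking pdr1 and pdr3 grown in galactose medium; growth measured after three days at 30 °C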
Active calls of the source: *; u = inconclusive; x = no result given. Unless noted, no stated cut-off is given here; in the data, active means inhibition above about 30%; inconclusive means no clear call, values can overlap the other calls; inactive means below that.

SMILES	Mtb FBA inh	Anthrax LF prot	FadD28 FP inh	BoNT-F LC inh	Mtb BioA inh	BoNT-A LC inh2	GDH-TPI counter	UGM FP inh	PfHsp40 yeast
Cc1oc(C(C)(C)C)cc1C(=O)Nc1cccc(/C=C\C(=O)O)c1	1	2	-2.7	-7	x	-0.5	7	0.0	-1.1
O=C(c1ccc(-c2ccc([N+](=O)[O-])cc2)o1)N1CCN(S(=O)(=O)c2cccs2)CC1	-2	5	-2.8	-4	-1.1	2.4	18	1.5	-0.6
Cc1ccc(CNC(=O)CCCc2ccccc2)cc1	0	0	-3.4	-4	x	-1.0	-1	0.5	2.2
CCC(=O)C1CCCN(C(=O)c2ccc3nc(-c4cccc(OC)c4)oc3c2)C1 (stereo unspecified)	10	2	-2.0	4	1.4	2.3	9	-2.7	0.3
COc1ccccc1NC(=O)CSc1nnc(Cn2nnc(-c3ccccc3)n2)n1-c1ccccc1	-2	-3	-2.5	8	2.0	0.6	5	-3.3	0.4
CC1=Nc2ccccc2/C1=C/c1sc(=N)n(-c2nccs2)c1O	-11	-11	2.8	2	0.9	-0.2	15	2.6	7.8
Cc1csc(=O)n1CCC(=O)OCC(=O)c1c(N)n(CC(C)C)c(=O)n(C)c1=O	-3	x	-1.8	x	13	x	-2	-1.5	1.2
O=C1CN(C(=O)CSc2nc3ccccc3c(=O)n2CCCN2CCOCC2)c2ccccc2N1	-6	-3	-1.4	-4	x	-0.3	0	-0.4	-0.2
COc1ccc(CNC(=O)COC(=O)CCn2c(C)csc2=O)cc1OC	-1	0	-1.7	4	-1.4	-0.7	-1	1.1	0.2
O=C(/C=C/c1ccc(F)cc1)N1CCN(c2ccccn2)CC1	-1	2	-0.2	-4	0.8	0.3	6	-0.8	0.4
COc1cccc(N(C(=O)Cc2cccs2)C(C(=O)NC2CCCC2)c2ccncc2)c1 (stereo unspecified)	0	2	-2.5	0	-1.8	0.0	-7	0.7	-1.5
CCC(C)(C)NC(=O)C1c2ccccc2Oc2ccccc21	2	-8	-0.9	2	x	0.0	-3	0.4	-0.7
Cc1cccc(C(=O)Oc2ccccc2/C=N/Nc2ccc([N+](=O)[O-])cc2)c1	-2	2	-1.2	4	-4.7	0.4	5	0.0	-1.7
O=C(Nc1ccc(N2CCN(Cc3ccccc3)CC2)cc1)c1cccnc1	0	0	-1.2	2	1.5	-0.1	13	-1.3	0.6
O=C(O)CSc1nnc(-c2ccccc2Br)n1-c1cccc(C(F)(F)F)c1	-3	4	-1.7	-6	x	0.3	4	-0.6	-0.5
COCCOC(=O)C1=C(N)OC2=C(C(=O)CC(C)(C)C2)C1c1ccncc1 (stereo unspecified)	-1	-3	-0.4	-6	-1.1	-0.4	9	0.6	-1.1
O=C(CCC(=O)NNC(=S)Nc1ccccc1)NCc1ccccc1	1	0	0.2	-2	-0.9	0.5	6	-3.3	-0.8
N#C/C(=C(/O)c1ccc([N+](=O)[O-])o1)c1nc2ccccc2[nH]1	-3	0	-1.8	0	x	-1.2	6	1.4	0.3
CCN1CCN(C(=O)c2cc(S(=O)(=O)N3CCCCC3)ccc2Cl)CC1	1	-1	1.3	-12	-3.7	-2.8	3	0.8	-1.0
ON=C1CCCCCCCC1	1	-1	0.2	-6	x	-0.3	-3	x	0.7
COc1ccc(Cc2noc(CN3CCCC(OCc4ccccn4)C3)n2)cc1OC (stereo unspecified)	-1	0	-3.3	-4	x	-0.6	9	1.2	-1.1
CCOC(=O)c1c(C)[nH]c(C(=O)OC/C(O)=C(\C#N)c2nc3ccccc3[nH]2)c1C	7	-4	-1.7	12	-2.4	1.7	24	0.4	0.3
C=CCn1c(C)cc(C(=O)COc2ncnc3sccc23)c1C	0	-2	-2.2	1	-0.8	1.3	8	0.6	0.1
CC(Oc1ccc(F)cc1)C(=O)Nc1cc(S(=O)(=O)N2CCOCC2)ccc1N1CCCCC1 (stereo unspecified)	0	-2	-1.9	-8	-0.1	-0.9	0	4.3	0.8
Cc1ccc(OCC(=O)Nc2ccc(F)cc2)cc1	0	-4	0.7	2	0.2	-0.3	4	0.3	-0.7
Cc1c(Cl)c(C(=O)NC2C3CC4CC(C3)CC2C4)nn1C (stereo unspecified)	-2	-5	-0.9	0	-4.2	u	17	1.6	0.2
NC(=O)NC(=O)COC(=O)CC12CC3CC(CC(C3)C1)C2	4	-2	-2.3	-2	x	-0.5	2	0.6	u
CCc1ccccc1NC(=O)c1cc(-c2cccs2)on1	-2	-2	-0.2	0	-0.5	0.1	-2	2.5	1.7
Cc1nc2sc3c(c2c(=O)n1NC(=O)CCBr)CCCC3	5	3	0.6	-6	x	-1.0	2	-2.7	-0.9
COC(=O)C1CC2=C(CCCC2=O)N(c2ccccc2)C1=O (stereo unspecified)	3	-5	-2.0	1	0.8	0.3	15	x	-1.2
CN(C(=O)c1ccc(NC(=O)c2ccco2)cc1)c1ccccc1	1	5	2.6	8	-2.0	2.6	-1	-0.8	-1.3
C/C(CC(=O)NC1C2CC3CC(C2)CC1C3)=N\NC(=O)Cc1cccs1 (stereo unspecified)	0	2	0.4	-1	1.0	0.1	1	-3.5	-0.5
CCOC(=O)c1sc2ncn(C(C)C(=O)OCC)c(=O)c2c1C (stereo unspecified)	-3	3	-1.6	8	1.0	0.0	-7	-2.7	0.3
COc1ccc(Cn2c(=S)[nH]c3ccccc32)cc1	3	0	-6.9	-9	2.7	-0.7	-20	2.4	-0.8
O=C(Nc1ccc2c(c1)OCCO2)c1[nH]c(C(F)(F)F)nc1-c1ccccc1	4	3	-1.3	2	0.8	0.3	x	x	x
CCOC(=O)C(=O)NCC1CCCN1S(=O)(=O)c1cccs1 (stereo unspecified)	-2	0	-2.7	0	0.1	-0.8	3	x	x
Cc1cc(=O)c(C(=O)O)nn1-c1ccc(Cl)cc1	5	-1	-2.4	4	-10	0.3	-1	-0.1	-0.2
Cc1cc(=O)oc2cc(OCc3ccc(C(=O)N4CCN(c5ccccc5)CC4)cc3)ccc12	44*	-3	-1.7	2	x	-0.1	6	-2.0	-1.6
Cc1nc(NC(=O)/C=C/c2ccccc2)sc1C(=O)N(C)C	1	-1	-0.5	-6	-0.2	-0.4	15	0.9	-0.8
CCC1Oc2ccc(C)cc2N(CC(=O)NCCCN2CCCCC2CC)C1=O (stereo unspecified)	0	-4	-0.4	-6	-4.7	-4.2	1	-2.1	-0.2
COCCOC(=O)C1=C(C)NC2(O)c3ccccc3C(=O)C12O (stereo unspecified)	-2	-1	1.2	0	x	0.2	-8	0.8	-0.9
COC(=O)C1CC(=O)c2ccsc2C1 (stereo unspecified)	0	0	-4.2	1	-1.1	-0.1	6	7.5	-0.1
CC(C(=O)Nc1ccccc1Br)N1c2cccc3cccc(c23)S1(=O)=O (stereo unspecified)	5	0	-0.8	4	1.4	1.1	14	-1.2	-1.1
O=C(CNC(=O)c1ccc(Cl)cc1Cl)NCC1CCCO1 (stereo unspecified)	-1	3	-2.2	1	-1.0	1.4	5	1.7	-0.4
O=C(Nc1ccc(F)cc1)C1CCCN(S(=O)(=O)c2cccc3nonc23)C1 (stereo unspecified)	-2	1	0.4	2	-1.5	0.0	9	-0.2	1.3

Compounds listed so far that contain two or more sulfur atoms, in the order listed:
SMILES	Mtb FBA inh	Anthrax LF prot	FadD28 FP inh	BoNT-F LC inh	Mtb BioA inh	BoNT-A LC inh2	GDH-TPI counter	UGM FP inh	PfHsp40 yeast
O=C(c1ccc(-c2ccc([N+](=O)[O-])cc2)o1)N1CCN(S(=O)(=O)c2cccs2)CC1	-2	5	-2.8	-4	-1.1	2.4	18	1.5	-0.6
CC1=Nc2ccccc2/C1=C/c1sc(=N)n(-c2nccs2)c1O	-11	-11	2.8	2	0.9	-0.2	15	2.6	7.8
CCOC(=O)C(=O)NCC1CCCN1S(=O)(=O)c1cccs1 (stereo unspecified)	-2	0	-2.7	0	0.1	-0.8	3	x	x

Next part.
SMILES	Mtb FBA inh	Anthrax LF prot	FadD28 FP inh	BoNT-F LC inh	Mtb BioA inh	BoNT-A LC inh2	GDH-TPI counter	UGM FP inh	PfHsp40 yeast
O=C(c1ccc(Cl)cc1)N1CCN(c2ccc(F)cc2)CC1	0	-4	-1.8	-10	4.5	-2.4	8	3.9	110*
Nc1ccc(Nc2ccc([N+](=O)[O-])cc2[N+](=O)[O-])cc1	-1	-5	-0.4	-9	x	-0.8	14	3.3	0.8
Cc1ccc(NC(=S)N(Cc2ccco2)C2CCN(C(C)C)CC2)cc1	-1	1	-2.3	1	-1.5	-0.1	2	1.2	0.3
Fc1ccc(CSc2nnc3ccccn23)c(Cl)c1	2	-5	-1.8	2	-0.1	-1.1	5	3.5	2.2
O=C(CCCOc1ccc(Cl)cc1Cl)NCCCn1ccnc1	-1	1	-1.1	4	x	0.3	2	-1.1	-0.5
CC1CCCCC1NC(=O)COC(=O)c1ccc([N+](=O)[O-])o1 (stereo unspecified)	4	6	-0.6	11	-0.6	3.6	5	x	1.8
Cn1c(=O)[nH]c(=O)c2c1nc(N/N=C/c1ccncc1)n2Cc1ccc(Cl)cc1	1	-6	-0.2	-4	0.7	0.5	7	0.1	x
Cc1occc1C(=O)NNC(=S)NC(=O)COc1ccc(Cl)cc1Cl	1	-1	-1.3	-4	-2.0	1.1	7	2.0	0.0
CS(=O)(=O)N(CC(=O)N1CCCCCC1)c1ccc2c(c1)OCCO2	0	-2	1.1	-15	0.5	-2.5	4	-0.2	-1.6
O=C(Nc1cccnc1)c1cccc(-c2cc3ccccc3oc2=O)c1	3	0	-2.4	2	x	-0.4	-2	-4.6	-1.0
CN(C)C(=O)Nc1ccc(Cl)c(Cl)c1	0	-2	-0.9	0	4.1	-0.7	1	x	x
COc1ccccc1CNC(=O)N1CCN(S(=O)(=O)c2ccc(Cl)cc2)CC1	-2	-5	-2.6	5	-0.6	-2.9	5	1.5	-0.2
Cn1cccc1CNC(=S)Nc1ccccc1F	-3	-1	-1.4	-7	x	0.3	0	-0.6	-0.1
O=C(NCCCN1CCCC1)Nc1ccc(F)cc1	-4	7	-4.4	-8	0.0	-3.0	-14	0.9	-0.2
COc1cc(/C=N/NC(=O)c2c(-c3c(Cl)cccc3Cl)noc2C)ccc1OCC(N)=O	-2	-2	1.2	1	3.2	0.8	9	x	-1.5
COc1cc(C(=O)NCCCC2CCCC2)ccc1OC1CCN(C(C)=O)CC1	-4	0	-4.2	1	5.1	-2.4	-3	x	1.2
COc1cccc(/C=C/C(=O)OCC(=O)c2c(N)n(C)c(=O)n(C)c2=O)c1	63*	2	-1.5	-8	-1.0	0.1	19	-1.7	-0.3
Cc1ccccc1C(=O)NC1CCN(C(=O)Nc2ccccc2Cl)CC1	2	-2	-2.9	4	x	-0.3	1	-0.2	-1.6

Profiles, quoted from the list.
`Cc1cc(=O)oc2cc(OCc3ccc(C(=O)N4CCN(c5ccccc5)CC4)cc3)ccc12` is listed as Mtb FBA inh: 44*; Anthrax LF prot: -3; FadD28 FP inh: -1.7; BoNT-F LC inh: 2; Mtb BioA inh: x; BoNT-A LC inh2: -0.1; GDH-TPI counter: 6; UGM FP inh: -2.0; PfHsp40 yeast: -1.6
`COC(=O)C1CC2=C(CCCC2=O)N(c2ccccc2)C1=O` (stereo unspecified) is listed as Mtb FBA inh: 3; Anthrax LF prot: -5; FadD28 FP inh: -2.0; BoNT-F LC inh: 1; Mtb BioA inh: 0.8; BoNT-A LC inh2: 0.3; GDH-TPI counter: 15; UGM FP inh: x; PfHsp40 yeast: -1.2
`O=C(Nc1cccnc1)c1cccc(-c2cc3ccccc3oc2=O)c1` is listed as Mtb FBA inh: 3; Anthrax LF prot: 0; FadD28 FP inh: -2.4; BoNT-F LC inh: 2; Mtb BioA inh: x; BoNT-A LC inh2: -0.4; GDH-TPI counter: -2; UGM FP inh: -4.6; PfHsp40 yeast: -1.0

Only GDH-TPI counter, BoNT-A LC inh2 and FadD28 FP inh (2 entries from above):
Compound	GDH-TPI counter	BoNT-A LC inh2	FadD28 FP inh
Cc1occc1C(=O)NNC(=S)NC(=O)COc1ccc(Cl)cc1Cl	7	1.1	-1.3
CS(=O)(=O)N(CC(=O)N1CCCCCC1)c1ccc2c(c1)OCCO2	4	-2.5	1.1
